GLP1R cytotox = cytotoxicity counter-screen for GLP-1 receptor inverse agonists; HEK293 cAMP-luciferase reporter cells, luminescence, 24 h; Potency, µM (titrated, usually from 38.3 µM), without a hit: at the highest dose activity change, negative = inhibition, hits mostly inhibitors; hit rate 0.13% among 410,000;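 further: loss of luciferase light is scored as toxicity; potency means the concentration at half of the fitted maximal effect; on the % scale 0 is the no-effect control and ±100 the full control effect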
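Here, cytotoxicity is scored as loss of luminescence. The MLSMR collection was tested on cells seeded in medium containing 10% Nu serum, with a 24 hr compound exposure preceded by 12 hours of culture.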
GLP1R ag = GLP-1 receptor (human) agonism | P43220 | HEK293 GLP-1R CRE-luciferase, luminescence, 4-6 h; cells express a hypersensitive GLP-1R form | Potency, µM (titrated, usually from 45.6 µM), for the others: at the top dose activation, most hits filed as activators | hit rate 0.007% among 380,000 | AID 624172; further: potency means the concentration at half of the fitted maximal effect; % of control where 0% means no effect
Target sequence (P43220 whole entry, looked up): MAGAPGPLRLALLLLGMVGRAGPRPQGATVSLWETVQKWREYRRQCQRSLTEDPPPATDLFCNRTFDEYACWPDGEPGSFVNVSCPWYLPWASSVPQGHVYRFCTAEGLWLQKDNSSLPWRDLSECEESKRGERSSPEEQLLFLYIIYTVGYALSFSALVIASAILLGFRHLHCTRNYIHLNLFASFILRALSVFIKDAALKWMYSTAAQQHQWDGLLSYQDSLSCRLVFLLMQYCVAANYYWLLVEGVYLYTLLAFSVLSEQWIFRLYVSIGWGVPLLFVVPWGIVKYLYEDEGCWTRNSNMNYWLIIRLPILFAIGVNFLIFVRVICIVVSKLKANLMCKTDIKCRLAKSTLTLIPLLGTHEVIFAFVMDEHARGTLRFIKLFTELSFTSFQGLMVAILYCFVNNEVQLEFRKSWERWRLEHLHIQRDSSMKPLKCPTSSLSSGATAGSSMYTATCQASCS
aSyn yeast inh = inhibitors of alpha-synuclein toxicity in yeast; Yeast expressing alpha-synuclein, growth rescue, BacTiter-Glo, 24 h; Potency, µM (series often up to 46.1 µM), for the others: top-dose growth rescue (activation), usual class: activators; hit rate 0.14% among 370,000; further: potency means the concentration at half of the fitted maximal effect; % of control where 0% means no effect; nearly all actives have a fitted effect of over 65% in size
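Galactose-induced alpha-syn yeast (OD600=0.02, raffinose-pregrown) + pinned cpd, 24 hr, 30 deg C; growth by BacTiter-Glo luminescence. Growth restoration scores as activation.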
D3 antag = D3 dopamine receptor (human) antagonism. P35462. D3R cells, DiscoveRx beta-arrestin luminescence, antagonist mode; stronger effect = lower value. max response, negative = inhibition, %. hit rate 2.5% among 360,000. AID 652054; in the data active means max response below about -50%; inconclusive means no clear call, values can overlap the other calls; further: on the % scale 0 is the no-effect control and ±100 the full control effect; mostly tested at two doses, the higher about 12 µM
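Cells expressing the human receptor were seeded at 1500 cells/well, incubated overnight at 37 degrees C in 5% CO2, then exposed to library compounds with dopamine controls for 90 minutes at 37 degrees C before luminescent detection.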
PTHR1 ag = activates the human parathyroid hormone receptor PTHR1. Potency, µM (highest dose often 115 µM), inactives show top-dose activation, most hits filed as activators. HEK293 GP2 PTHR1 cells, GloSensor cAMP luminescence, 1 h. hit rate 0.075% among 410,000. Q03431; further: potency means the concentration at half of the fitted maximal effect; nearly all actives have a fitted effect of over 55% in size; some results filed as inactive show a strong effect at the top dose; inactives centre near -15; many of its hits are not listed in these tables
Target sequence (Q03431 whole entry, looked up): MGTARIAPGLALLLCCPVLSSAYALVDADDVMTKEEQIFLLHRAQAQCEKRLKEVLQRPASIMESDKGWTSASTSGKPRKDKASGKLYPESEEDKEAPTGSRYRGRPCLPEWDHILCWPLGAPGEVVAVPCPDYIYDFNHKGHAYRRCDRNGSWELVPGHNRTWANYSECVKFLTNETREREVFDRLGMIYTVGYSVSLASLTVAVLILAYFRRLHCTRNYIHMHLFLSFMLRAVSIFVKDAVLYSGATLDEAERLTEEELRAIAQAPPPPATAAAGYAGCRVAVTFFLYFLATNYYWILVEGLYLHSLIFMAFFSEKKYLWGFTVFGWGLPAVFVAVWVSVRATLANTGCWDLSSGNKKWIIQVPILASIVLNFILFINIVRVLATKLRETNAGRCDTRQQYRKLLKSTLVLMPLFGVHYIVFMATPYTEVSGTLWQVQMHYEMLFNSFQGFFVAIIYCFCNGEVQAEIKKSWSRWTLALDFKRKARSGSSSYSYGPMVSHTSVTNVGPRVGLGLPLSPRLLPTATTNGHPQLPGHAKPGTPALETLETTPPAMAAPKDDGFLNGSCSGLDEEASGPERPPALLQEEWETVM
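HEK-293-derived GP2 cells expressing PTHR1 and a GloSensor cAMP reporter, 3,000/well, plated overnight, given luciferin plus IBMX (each 0.5 mM as added) for 1 h at 37 °C, then compound for 1 h at 37 °C. Luminescence was read after 15 min at room temperature.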
TDP43 rescue = rescues yeast growth from TDP-43 toxicity | TDP-43 expressing yeast growth rescue, BacTiter-Glo, 24 h | Potency, µM (series often up to 46.1 µM), inactives show top-dose growth rescue (activation), hits mostly activators | hit rate 1.8% among 410,000; further: potency means the concentration at half of the fitted maximal effect; % of control where 0% means no effect; nearly all actives have a fitted effect of over 50% in size
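Yeast expressing TDP-43 (pregrown in raffinose, seeded at OD600=0.02 in galactose medium) exposed to compounds 24 hr at 30 deg C. Growth read by BacTiter-Glo luminescence; rescue of toxicity appears as increased signal.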
DRD3 agonist = agonists of human D3 dopamine receptor. P35462. D3R DiscoveRx beta-arrestin cells, luminescence, 90 min. max activation, %. hit rate 0.58% among 410,000. AID 652048; in the data active means max activation above about 30%; further: 0% is about no effect; mostly tested at two doses, the higher about 12 µM
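Cells at 1500/well, incubated overnight, then treated with pinned compounds (dopamine as control) for 90 min at 37 degrees C. DiscoveRx reagent added for 30 - 60 minutes at room temperature; luminescence read.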
KB-V1 MDR tox = KB-V1 MDR subline cytotoxicity; hit rate 3.4% among 400,000; KB-V1 MDR cells viability, CellTiter-Glo, 72 h; Potency, µM (top dose mostly 46.1 µM), for the others: at the top dose activity change, negative = cytotoxicity, usual class: cytotoxic; AID 1347076; further: potency means the concentration at half of the fitted maximal effect; on the % scale 0 is the no-effect control and ±100 the full control effect; nearly all actives have a fitted effect of over 60% in size
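KB-V1 cells (P-gp-expressing MDR subline of KB-3-1) in phenol-red-free DMEM with 10% FBS were exposed to library compounds over a concentration series for 72 h at 37 degrees C. Viability read by CellTiter-Glo luminescence; concentration-effect curves fitted after normalization.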
GLP-1R inv ag = inverse agonists of human GLP-1 receptor. Potency, µM (doses to about 38.3 µM), inactives show at the highest dose activity change, negative = inhibition, actives largely listed as inhibitors. AID 624417. hit rate 1.6% among 410,000. HEK293 GLP-1R CRE-luciferase, luminescence, 24 h; GLP-1R form is constitutively active. P43220; further: potency means the concentration at half of the fitted maximal effect; on the % scale 0 is the no-effect control and ±100 the full control effect; nearly all actives have a fitted effect of over 55% in size
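qHTS in 1536-well format: reporter HEK293 cells expressing constitutive GLP-1R activity in DMEM + 10% Nu serum, 24 hr with compounds at 37 deg C, luminescence read after 12 min with detection reagent.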
Active calls of the source: *; i = inactive; u = inconclusive; x = no result given; [ ] = another dose, or the depositor's remark. Unless noted, the call rests on the fitted dose curve; in most records, active means well fitted curve in the direction sought with a large enough effect; inconclusive means small, poorly fitted or top-dose-only effect, or another doubt; inactive means no such curve, though single readings can be large; an effect the other way counts as inactive or inconclusive.

SMILES	GLP1R cytotox	GLP1R ag	aSyn yeast inh	D3 antag	PTHR1 ag	TDP43 rescue	DRD3 agonist	KB-V1 MDR tox	GLP-1R inv ag
COc1ccc(CN2C(=O)C(C)Nc3ncnc(N4CCc5ccccc5C4)c32)cc1 (stereo unspecified)	u	-3%	17%	4	i	7%	-1	u	u
CN(CCNC(=O)Cn1c(=O)sc2ccccc21)Cc1ccccc1	-2%	-1%	4%	-9	i	12%	-5	-8%	-16%
Cc1ccccc1-c1nnn(Cc2ccc(F)cc2Cl)n1	-6%	21%	2%	-10	i	10%	-2	9%	u
C#CCN1C(=O)S/C(=C/c2cc(C)n(CC)c2C)C1=O	-27%	10%	-5%	-20	-6%	-19%	-7	-5%	17%
COc1ccc(C2=C(C(C)=O)Sc3nnc(-c4ccc(Cl)cc4)n3N2C(C)=O)cc1OC	0%	x	x	x	-21%	22%	1	x	2%
COc1cc(C(=O)NCc2nnc(SCC(=O)NCCc3ccccc3)o2)cc(OC)c1OC	12%	-1%	-14%	-7	i	-13%	5	u	16%
Cc1ccc(Cc2c(-c3ccc(Cl)cc3)nc3cc(C)ccn23)cc1	3%	4%	u	u	i	-3%	-15	u	-22%
Cc1ccc(-n2[nH]c(C)c(C=Nc3cc(C)ccn3)c2=O)cc1	-24%	-6%	-22%	12	-19%[57.5 µM]	-24%	-3	u	1%
O=c1cc(C(O)C[N+](=O)[O-])occ1OCc1ccccc1 (stereo unspecified)	u	0%	-7%	-3	-86%	-8%	-1	-9%	3%
COc1ccc([N+](=O)[O-])cc1NC(=O)COC(=O)c1ccc(O)cc1	3%	8%	-1%	11	i	1%	-7	16%	9%
CCCN(CC(=O)Nc1ccccc1OC)C(=O)CSC(=S)N1CCCC1	-20%	13%	7%	-2	-5%	13%	-9	u	u
C[C@H](CO)N1C[C@H](C)[C@@H](CN(C)Cc2cccnc2)Oc2cc(-c3cccnc3)ccc2S1(=O)=O	-10%	13%	-1%	7	-7%	0%	4	12%	0%
CCOC(=O)N1CCN(C(=O)c2ccc3c(=O)n(CC4CCCO4)c(=S)[nH]c3c2)CC1 (stereo unspecified)	-16%	-1%	-15%	4	0%[57.5 µM]	-6%	1	2%	1%
CCC(=O)NC(=S)Nc1ccc(S(=O)(=O)NC(C)=O)cc1	4%	7%	-1%	30	-6%[57.5 µM]	-11%	-12	-1%	2%
CCN(CC)S(=O)(=O)c1ccc(N=Cc2c(C)c(C#N)c(=O)n(C)c2O)cc1	-2%	-2%	5%	7	-16%	21%	-2	23%	9%
COc1ccc(C(C)=O)cc1CSc1nnc(-c2ccccc2O)n1-c1ccccc1	-3%	0%	1%	-27	-1%[57.5 µM]	3%	1	-23%	-7%
N#Cc1c(N)n(CCCN2CCOCC2)c2nc3ccccc3nc12	x	-2%	-2%	u	-3%[57.5 µM]	-25%	1	-11%	31%[activator]
Cc1cccc(-n2cc(CN3CCN(c4ccccn4)CC3)c(-c3cccc(F)c3)n2)c1	0%	0%	-1%	u	-6%	-22%	-10	9%	u
O=C(CCN1C(=O)/C(=C\c2ccccc2)SC1=S)NCCCN1CCOCC1	-20%	-4%	-2%	3	i	4%	-3	u	u
CCC(C)(C)NC(=O)C(c1cccs1)N(CC1CCCO1)C(=O)Cn1nnc2ccccc21 (stereo unspecified)	-12%	-13%	-8%	12	7%[57.5 µM]	20%	0	-3%	1%
O=C(Cc1noc2ccccc12)Nc1ccc(Cl)cc1	3%	4%	11%	13	i	1%	-1	u	0%
N#CCCn1c(-c2nonc2NC(=O)c2ccccc2Cl)nc2ccccc21	-11%	6%	0%	18	i	-4%	-9	2%	1%
O=C(NC1CCCC1)NS(=O)(=O)c1ccccc1Cl	26%	-20%	11%	-11	-6%	10%	-5	-13%	13%
COc1cccc(C(=O)Nc2cccc(-c3ccc4nncn4n3)c2)c1OC	-3%	u	3%	59	i	6%	9	u	59%[activator]
O=P(c1ccccc1)(c1ccccc1)C(c1ccco1)N1CCOCC1 (stereo unspecified)	3%	-6%	-1%	-61*	i	-18%	-28	-15%	-11%
COc1cccc(OCC(O)CN2CCC(CN3C(=O)c4cccc5cccc(c45)C3=O)CC2)c1 (stereo unspecified)	u	13%	0%	-52*	-52%[inhibitor]	-34%[inhibitor]	-13	3%	u
CCN(C1CCCCC1)S(=O)(=O)c1ccc(OC)c(C)c1	2%	10%	-1%	-24	-10%	22%	2	-5%	u
CCCN1CNC(=S)N(c2cccc(C)c2C)C1	-18%	-15%	1%	17	i	4%	-1	-7%	0%
O=C(N/N=C/c1cccnc1)c1ccccc1[N+](=O)[O-]	8%	10%	-6%	9	i	8%	0	0%	-3%
Cc1cc(C)n(CC(O)COc2ccc(C(C)C)c(C)c2)n1 (stereo unspecified)	0%	1%	u	4	0%	29%	-3	u	u
CCn1cc(Cl)c(C(=O)Nc2nccs2)n1	-6%	1%	12%	21	6%	12%	2	5%	2%
Cc1noc(/C=C/N(C)C)c1S(=O)(=O)N(C)CC(=O)NC1CCCCC1	-4%	-5%	1%	0	-7%	3%	9	0%	-8%
O=C(CSc1nnnn1Cc1ccccc1)Nc1ccccc1	-1%	3%	13%	11	-10%	1%	2	0%	-19%
CCCCN(C(=O)CCSc1ccc(F)cc1)c1c(N)n(Cc2ccccc2)c(=O)[nH]c1=O	-12%	4%	7%	3	-21%	11%	5	-6%	-15%
O=C(CSc1ccccc1)Nc1ccccc1C(=O)N1CCCC1	-14%	20%	-3%	6	i	1%	2	15%	11%
CCOc1ccc(CCN2C(=O)C(=O)N([C@@H](CC(C)C)CN3CCC[C@H]3CN3C(=O)C(=O)NC[C@@H]3Cc3ccc(O)cc3)C[C@@H]2CC(C)C)cc1	4%	5%	2%	20	-21%	17%	7	7%	30%
COc1ccc(C)cc1NC(=O)c1cc(S(=O)(=O)NCCC2=CCCCC2)ccc1F	0%	x	x	x	-6%	7%	5	-6%	u
O=C(NCCc1ccccc1Cl)C1CCC(=O)N(C2CCCCCC2)C1 (stereo unspecified)	-4%	12%	2%	-3	i	16%	-2	-7%	u
C[C@H](CO)N1C[C@H](C)[C@@H](CN(C)C(=O)Nc2ccc(N3CCN(C)CC3)cc2)OCc2cnnn2CCCC1=O	1%	-2%	-7%	-1	-30%	1%	-3	-2%	-5%
COc1ccc(OCCC(=O)NC2CCCCC2)cc1	-14%	16%	1%	-6	i	-3%	9	7%	-17%
CCOC(=O)c1c(NC(=O)CN2C(=O)NC3(CCC(C)CC3)C2=O)sc(C(=O)N(C)C)c1C (stereo unspecified)	-5%	12%	-6%	6	-2%	12%	-2	-2%	45%[activator]
Cc1ccc(S(=O)(=O)Nc2ccc(Cl)cn2)cc1	0%	-8%	-2%	-18	-15%	u	-4	18%	6%
O=C(OCCN1CCOCC1)c1ccc(O)cc1	2%	-2%	-3%	8	-21%	1%	-2	19%	15%
O=C1C2ON(c3ccccc3)C(c3ccccn3)C2C(=O)N1c1ccc(Br)cc1 (stereo unspecified)	-1%	-26%	26%	23	-6%[57.5 µM]	13µM*	1	6%	-1%
COCCNC(C)C(=O)C12CC3CC(CC(C3)C1)C2 (stereo unspecified)	17%	2%	-7%	9	21%[57.5 µM]	-15%	0	20%	-1%
COc1ccc(Br)cc1CNC(=O)CCC(=O)n1nc(C)c2ccccc21	-9%	-1%	-1%	1	i	6%	1	19%	8%
Cc1ccccc1NC(=O)CCS(=O)(=O)c1cc(Br)cc2c1N(C(=O)C1CC1)CC2	-1%	x	x	x	-20%	-3%	-7	17%	4%
Cc1nn(C)c(C)c1Sc1ccc(Br)cc1	-4%	11%	8%	39	-39%[inhibitor][57.5 µM]	u	0	-9%	u
c1ccc(-n2nnnc2Sc2n[nH]c(-c3ccncc3)n2)cc1	-11%	4%	-2%	-14	-5%[57.5 µM]	14%	-6	2%	7%
Cn1c(=O)n(CCN2CCOCC2)c(=O)c2c1nc1n2CCN1c1ccc(Oc2ccccc2)cc1	-17%	-9%	-3%	-6	i	-6%	4	6%	-6%

Continuation.
SMILES	GLP1R cytotox	GLP1R ag	aSyn yeast inh	D3 antag	PTHR1 ag	TDP43 rescue	DRD3 agonist	KB-V1 MDR tox	GLP-1R inv ag
COCCN(C(=O)CSCc1ccc(C)cc1)c1c(N)n(CC(C)C)c(=O)[nH]c1=O	5%	-8%	2%	8	i	6%	2	26%	-7%
O=C(N/N=C/c1ccccn1)c1sc2ccccc2c1Cl	u	1%	3.2µM*	-16	-22%	u	-16	4%	u
CCCCc1cc(=O)oc2cc(OCC(=O)N3CCC(C(N)=O)CC3)ccc12	-9%	-4%	3%	18	i	9%	5	24%	8%
CCCC[C@@H]1C[C@H]1[C@@H](NC(=O)c1ccco1)c1ccccc1C(F)(F)F	-28%	-1%	0%	26	-32%[inhibitor]	-8%	4	26%	u
O=C(NNC(=S)NC(=O)c1ccc(Br)cc1)c1ccc([N+](=O)[O-])cc1	3%	-3%	-21%	21	-42%[inhibitor]	-10%	2	-22%	16%
CC(C)(C)c1ccc(/C=C(\C#N)C(=O)NCCN2CCOCC2)cc1	7%	7%	-3%	-4	-3%	-3%[9.22 µM]	-5	-13%	-16%

Record cards, as listed above.
Record of CC(C)(C)c1ccc(/C=C(\C#N)C(=O)NCCN2CCOCC2)cc1 = GLP1R cytotox = 7%; GLP1R ag = 7%; aSyn yeast inh = -3%; D3 antag = -4; PTHR1 ag = -3%; TDP43 rescue = -3%[9.22 µM]; DRD3 agonist = -5; KB-V1 MDR tox = -13%; GLP-1R inv ag = -16%
Record of O=C(N/N=C/c1ccccn1)c1sc2ccccc2c1Cl = GLP1R cytotox = u; GLP1R ag = 1%; aSyn yeast inh = 3.2µM*; D3 antag = -16; PTHR1 ag = -22%; TDP43 rescue = u; DRD3 agonist = -16; KB-V1 MDR tox = 4%; GLP-1R inv ag = u

Bioassay records (PubChem BioAssay)

A portion of the library; rates above refer to the full screens.
